# Screens as filed in PubChem.
# GPR151 activ = activators of human GPR151; AID 1508602; PathHunter beta-arrestin GPR151 cells, luminescence; 650,000 tested, 1% active; Q8TDV0; activation, % at 11.2 µM; in the data active means activation above about 4.9%;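 further: 0% = median of compound wells and 100% = cells with positive control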
# Target sequence (Q8TDV0 whole entry, looked up): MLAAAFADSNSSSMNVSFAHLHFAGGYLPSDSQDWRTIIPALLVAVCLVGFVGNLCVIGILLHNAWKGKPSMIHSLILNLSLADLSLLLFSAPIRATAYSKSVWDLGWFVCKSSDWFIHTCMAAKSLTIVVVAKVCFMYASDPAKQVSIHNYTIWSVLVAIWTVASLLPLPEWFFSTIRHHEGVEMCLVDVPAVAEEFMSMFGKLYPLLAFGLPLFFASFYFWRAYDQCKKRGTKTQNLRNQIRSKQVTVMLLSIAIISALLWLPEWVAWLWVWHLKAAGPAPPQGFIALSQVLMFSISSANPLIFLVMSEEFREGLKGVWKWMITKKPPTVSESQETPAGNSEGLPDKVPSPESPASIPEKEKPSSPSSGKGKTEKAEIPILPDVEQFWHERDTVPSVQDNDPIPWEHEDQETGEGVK
# MITF inh = blocks human microphthalmia-associated transcription factor; inhibition, % at 2.6 µM; AID 1259374; AlphaScreen MITF homodimerization, bead proximity signal; 650,000 tested, 0.91% active; O75030; in the data active means inhibition above about 50%;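 further: 0% = vehicle wells with protein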
# Target sequence (O75030 whole entry, looked up): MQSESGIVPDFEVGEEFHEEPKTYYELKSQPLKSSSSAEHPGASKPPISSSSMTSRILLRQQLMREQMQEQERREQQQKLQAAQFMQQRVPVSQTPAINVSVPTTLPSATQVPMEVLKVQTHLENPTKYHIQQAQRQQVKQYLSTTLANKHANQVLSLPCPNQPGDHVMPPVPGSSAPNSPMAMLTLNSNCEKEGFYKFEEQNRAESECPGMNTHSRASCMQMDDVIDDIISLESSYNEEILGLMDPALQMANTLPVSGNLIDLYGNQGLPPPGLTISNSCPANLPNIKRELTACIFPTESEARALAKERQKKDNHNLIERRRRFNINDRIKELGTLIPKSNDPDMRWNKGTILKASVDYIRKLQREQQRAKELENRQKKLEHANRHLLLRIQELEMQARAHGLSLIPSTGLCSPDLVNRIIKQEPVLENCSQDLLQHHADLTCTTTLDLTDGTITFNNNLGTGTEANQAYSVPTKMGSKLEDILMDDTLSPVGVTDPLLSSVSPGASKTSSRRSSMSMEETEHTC
# FBW7 activator = activators of human E3 ligase FBW7; Q969H0; AlphaScreen FBW7–phospho-cyclin E peptide binding, activator screen; normalized activity (activation), % at 26.1 µM; 650,000 tested, 0.13% active; AID 1259310; in the data active means normalized activity above about 1.9%;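 further: purified mutant Fbw7 with reduced substrate affinity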
# TEAD-YAP block = TEAD-YAP interaction inhibition; HEK-TIYL cells, TEAD-Gal4/YAP UAS-luciferase luminescence; inhibition, % at 9.12 µM; 640,000 tested, 1.4% active; AID 1259422; in the data active means inhibition above about 32%;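 further: 0% = median of test compound wells and 100% = reference inhibitor wells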
# Numbers without * were called inactive; . = not tested or not shown; & = joins results of further samples.
SMILES,GPR151 activ,MITF inh,FBW7 activator,TEAD-YAP block
CNC(=O)[C@@H]1C[C@H](NCc2ccccc2Cl)CN1Cc1ccccc1,3.0,12,-0.1,4
Cc1cc(S(=O)(=O)NCc2csc(-c3cccs3)n2)c(C)s1,0.3,9,1.0,1
COC(CNC(=O)c1c[nH]c2ccc(S(=O)(=O)N3CCN(C)CC3)cc2c1=O)OC,-0.7,26,0.4,-7
O=c1oc(-c2cccnc2)nn1Cc1ccccc1F,-0.5,13,0.3,11
Cc1cc(C)cc(C(=O)Nc2c3c(nn2C(C)(C)C)CSC3)c1,1.2,6,0.0,5
C=CCN(C)C(=O)c1cnc2ccccn12,-0.2,-3,-0.1,10
CN(C)CCCNCCCNC(=O)c1ccco1,-1.0,-26,-0.1,1
COC1(OC)CCN(C(=O)c2ccc(N3CC4CC(C3)c3cccc(=O)n3C4)c([N+](=O)[O-])c2)CC1 (centres undefined),-2.1,5,0.4,6
Cc1oc(C(=O)OCCN2CCOCC2)cc1COc1ccccc1,-1.8,14,0.0,12
Cc1ccc(C(=O)NCC(=O)OCC(=O)Nc2cc(C)c(C)cc2[N+](=O)[O-])cc1,0.2,6,0.0,2
Cc1ccc(N=c2sc(Oc3ccc([N+](=O)[O-])cc3)c(-c3ccccc3)n2-c2ccc(C)cc2)cc1,-1.1,-8,-0.2,-7
Cc1cccc(C)c1N=C1S/C(=C\c2ccc(C(C)C)cc2)C(=O)N1c1ccccc1,-1.5,-11,0.0,-8
COc1ccccc1C(C)NC(=O)CCCOc1cccc(C)c1 (centres undefined),0.9,-3,0.0,1
CCOC(=O)c1ccc(-n2c(C)cc(/C=N/NC(=O)c3ccncc3)c2C)cc1,1.5,19,0.0,0
C=CCNc1nc2ccccn2c(=O)c1/C=C1\SC(=S)N(Cc2ccc(C)cc2)C1=O,-0.8,18,0.0,8
OC(CN1CCC(c2nc3ccccc3o2)CC1)c1ccccc1 (centres undefined),-5.0,14,0.1,4
Cc1ccc(CN2CCN(C(=O)c3cccc([N+](=O)[O-])c3)CC2)cc1,1.0,12,-0.5,-2
N#CCCNC12CC3CC(CC(C3)C1)C2,-1.4,-7,0.0,-18
COc1ccccc1N1CCN(C(=O)CSc2nc3ccccc3c(=O)n2NC(=O)c2ccccc2)CC1,0.5,75*,0.1,-6
CCn1c(=O)c(C(=O)Nc2ccc(C)cc2Br)c(O)c2ccccc21,-0.4,18,1.0,-2
O=C(Cc1cccc(F)c1)N1CCc2c(nc(N3CCOCC3)[nH]c2=O)C1,0.6,0,0.0,-2
COc1cc2c(cc1OC)CN(C1CCC(C)C1)CC2 (centres undefined),-1.0,2,0.0,-11
CCC(C)n1c(SCc2ccc(F)cc2Cl)nc2ccsc2c1=O (centres undefined),-0.5,4,0.6,4
CCOC(=O)c1cc(S(=O)(=O)Nc2cccc(OC)c2)cn1C,0.1,11,0.8,17
Cn1ncc(Br)c1C(=O)Nc1ccc(Cl)cc1Cl,-0.9,-11,-0.1,0

# Further structures:
SMILES,GPR151 activ,MITF inh,FBW7 activator,TEAD-YAP block
COc1ccccc1N1CCN(C(=O)c2cc3c(C)nc4ccccc4c3o2)CC1,-1.5,-7,-0.1,11
COc1cc2nc(NCc3ccc4c(c3)OCO4)nc(NCCN3CCOCC3)c2cc1OC,-1.3,-6,-0.1,-10
COC(=O)c1c(NC(=O)c2ccc(F)cc2)sc2c1CCCC2,-1.2,2,0.0,7
O=C(Nc1c2c(nn1-c1cccc(Cl)c1)CSC2)c1cccc(F)c1,0.0,-1,0.0,4
Cc1ccc2nc(-c3ccccc3)cc(C(=O)NCCOc3ccccc3)c2c1,-1.1,2,0.0,3
NC1=NC(=O)/C(=C\c2cccc(C(=O)O)c2)S1,-0.3,14,0.4,2
Brc1ccc2c(c1)C1C=CCC1C(C1CC=CCC1)N2 (centres undefined),-0.5,1,-0.1,-10
Cc1ccc(S(=O)(=O)CCC(=O)N2CCN(c3ccccn3)CC2)cc1,5.1*,4,0.0,-3
CC(C(=O)c1ccccc1)C1(O)C(=O)Nc2ccc(Br)cc21 (centres undefined),0.7,3,0.0,-1
O=C(NCc1cccc(Cl)c1)c1sc(=S)n2c1[nH]c(=O)c1ccccc12,1.9,-5,-0.1,8
Cn1c(CNC(=O)CCC2(Cc3ccco3)CCC(=O)N2)nc2cc(C(F)(F)F)ccc21 (centres undefined),-0.7,-2,-0.1,5
Cc1cc(NC(=O)C2CCN(c3c(C#N)cnc4ccc(F)cc34)CC2)ccc1F,0.8,7,0.2,4
N#Cc1ccc(OCC(=O)NCc2ccc(Cl)cc2)cc1,1.8,5,0.1,6
CC(C)Nc1nc2ccccc2n2nnnc12,-0.6,12,0.3,-15
CCN(Cc1ccccc1)C(=O)COC,-0.4,-5,0.0,-2
Cc1ccc(COc2coc(CN3CCN(c4ccc(F)cc4)CC3)cc2=O)cc1,-1.1,21,0.1,7
COc1ccc(CNC(=O)CN(c2cc(OC)ccc2OC)S(=O)(=O)c2ccccc2)cc1,-1.2,12,0.6,9
CCCCNC(=O)c1c(O)nc2c(C)cccn2c1=O,-0.1,-5,-0.2,0
C#CCn1nc(CC)n2c(cc3sc(C)cc32)c1=O,0.6,7,0.2,-10
O=[N+]([O-])c1cc(S(=O)(=O)NNc2ccc(C(F)(F)F)cn2)ccc1Cl,0.9,4,0.0,14
OC1(c2cccnc2)CCN(Cc2ccc3c(c2)CN(C/C=C/c2ccco2)CCO3)CC1,0.2,1,-0.2,-1
O=C(C1CCC1)N1CCc2cc(S(=O)(=O)N3CCN(C4CCCCC4)CC3)ccc21,-0.3,2,-0.1,13
O=C(C(O)c1ccc(Br)cc1F)N1CCCC(Nc2ccc3[nH]ncc3c2)C1 (centres undefined),-0.7&0.7,15&19,-0.2&-0.3,-2&-13
N#CCCCn1c(-c2ccc(Cl)cc2)noc1=O,0.1,1,-0.2,-1
CC1=C(C(=O)Nc2cccc(C(=O)NC(C)c3ccccc3)c2)SCCO1 (centres undefined),-0.7,8,-0.2,-5

# (next part)
SMILES,GPR151 activ,MITF inh,FBW7 activator,TEAD-YAP block
CSc1nc(-c2ccc(Br)cc2)nn1C(C)=O,-0.5,-4,0.4,-47
Cc1cc(C)cc(NC(=O)CN2CCC(n3nnc4cc(C)ccc43)CC2)c1,0.5,14,0.4,0
O=C(CN1C(=O)c2ccccc2C1=O)N1CCN(c2ccccn2)CC1,-0.9,3,-0.1,-3
CCn1cc(CNC2CCN(c3ccc(C(=O)N[C@H]4CCCCNC4=O)cc3)CC2)cn1,-1.4,-9,-0.1,-6
CNS(=O)(=O)c1cc(OCC(N)=O)c(C)cc1Cl,-0.5,6,0.1,0
c1ccc(C2(c3ccccc3)NCCO2)cc1,1.7,3,0.1,12
CCCC(=O)N(CCC)c1nnc(-c2cccnc2)s1,-0.1,12,0.0,-15
CCCCOc1ccc(C)cc1CN(CCO)CCO,-0.2,8,-0.1,2
CC1=C(C(=O)OCc2ccccc2)C(c2ccc(-c3ccc(Cl)cc3Cl)o2)C(C(=O)OCc2ccccc2)=C(C)N1,2.2,8,0.4,2
NC(=O)c1ccccc1Nc1cc(NC(=O)Cc2ccc([N+](=O)[O-])cc2)ncc1C(F)(F)F,1.0,2,0.0,96*
CO[C@@H]1COC(=O)C/C=C/[C@@H](C)[C@H](OC)COC(=O)[C@H](Cc2ccccc2)NC(=O)C/C=C/[C@H]1C,1.2,0,0.7,.
Cc1ccn2cc(-c3cccc(S(=O)(=O)N4CCOCC4)c3)nc2c1,0.2,4,0.1,-7
Cc1c(NC(=O)c2ccc(N3CCCC(C)C3)c([N+](=O)[O-])c2)c(=O)n(-c2ccccc2)n1C (centres undefined),-1.2,-17,-0.3,7
Cc1ccc(NC(=O)CN2CCc3ccccc32)cc1,-1.4,12,0.3,-5
CCc1cc(-c2n[nH]c(C)c2-c2nc3ccccc3s2)c(O)cc1OC,-0.5,7,-0.2,35*
Cc1ccc2c(c1)S(=O)(=O)N=C(CN1CCN(CCc3cccs3)CC1)N2,-2.1,2,0.2,-3
Cc1cccc(Cc2cccc3c2cnn3-c2cccc(C(=O)Nc3cccc(C)c3)c2)c1,0.8,1,0.0,-7
O=C(Nc1nnc(SCc2cccc(F)c2)s1)c1ccco1,1.3,8,0.1,5
CC(=O)NS(=O)(=O)c1ccc(NC(=O)NC2CC(=O)N(c3ccc(C)c(C)c3)C2)cc1 (centres undefined),0.3,9,0.0,-2
COC(=O)c1c[nH]n2c(=O)c(C(C)C)c(C)nc12,-1.9,2,0.0,10
COc1ccc2c(c1)c(=O)oc1c(C)c(O)ccc12,1.6,-2,0.1,21
CC(C)(C)c1cc(C(=O)O)n[nH]1,0.0,5,-0.1,-5
CC12CC3(C)CC(C(=O)O)(C1)CC(C(=O)O)(C2)C3,-1.4,12,1.0,0
O=C(O)c1cccn2cc(-c3ccc(F)cc3)nc12,-0.4,11,0.3,8
Cc1ccc(C)c(S(=O)(=O)Nc2ccc(N3CCCCS3(=O)=O)cc2)c1,1.3,9,0.7,11

# Whole records, quoted from the list:
# Cn1c(CNC(=O)CCC2(Cc3ccco3)CCC(=O)N2)nc2cc(C(F)(F)F)ccc21 (centres undefined) is listed as GPR151 activ: -0.7; MITF inh: -2; FBW7 activator: -0.1; TEAD-YAP block: 5
# COc1cc2c(cc1OC)CN(C1CCC(C)C1)CC2 (centres undefined) is listed as GPR151 activ: -1.0; MITF inh: 2; FBW7 activator: 0.0; TEAD-YAP block: -11

# Further compounds.
SMILES,GPR151 activ,MITF inh,FBW7 activator,TEAD-YAP block
COc1ccc(C(=O)N2CCC(C(=O)Nc3cccc(Cl)c3C)CC2)cc1,0.6,5,0.1,4
CC(C)(C)c1ccc(NC(=O)CSc2n[nH]c(=O)n2C2CC2)cc1,0.3,1,0.0,-1
Nc1nnnn1NCc1cccc(OCc2ccccc2)c1,-0.7,-6,-0.1,-2
COC(=O)c1cc(NC(=O)NCc2noc3ccccc23)cc(C(=O)OC)c1,1.1,11,0.4,3
O=C(NCc1nc2ccccc2[nH]1)c1ccnc(N2CCC(N3CCOCC3)CC2)c1,2.6,3,-0.1,6
O=C1CC(N2CCN(Cc3ccccc3Cl)CC2)C(=O)N1c1ccc(F)cc1 (centres undefined),0.0,-5,0.5,1
COCC1CCN(Cc2c(C(=O)N3CCc4ccccc4C3)nc3ccc(Cl)cn23)C1 (centres undefined),0.2,-9,0.0,-3
CCOCCCn1c(SCC(=O)NCc2ccccc2Cl)nc2ccccc2c1=O,1.0,-1,0.0,3
CC1CCCCC1N1CN=C(Nc2nc3ccccc3o2)NC1 (centres undefined),-0.9,6,-0.1,-12
Cc1ccc(NC(=O)c2ccc(S(=O)(=O)N3CC(C)CC(C)C3)cc2)c(C(=O)c2ccccc2)c1 (centres undefined),1.4,-3,-0.2,0
CC(C)Cn1nc(C(=O)Nc2sc3c(c2C(N)=O)CCC3)c2ccccc2c1=O,-2.3,1,0.0,7
COC(=O)C1=C(C)OC(N)=C(C#N)C1c1ccc(C(C)C)cc1 (centres undefined),-0.8,21,0.3,8
COc1ccc(-c2noc(Nc3ccc(F)c(Cl)c3)n2)cc1,-1.8,15,0.7,-27
COC(=O)c1cc(S(=O)(=O)N2CCC(N3CCCCC3)CC2)cn1C,0.5,-6,-0.1,2
Cc1ccc(N2CCCSC2=Nc2ccccc2)cc1,-0.5,-13,0.1,-14
CC(C)CCn1c(SCC(=O)NCCc2ccc(S(N)(=O)=O)cc2)nc2ccsc2c1=O,-0.8,5,0.1,2
COCCN1C(=O)c2ccccc2C(C(=O)N2CCCC2)C1c1cn(C)c2ccccc12 (centres undefined),2.9,-6,-0.1,1
COc1ccc(Nc2nc(Cl)nc(Nc3ccc(I)cc3)n2)c(OC)c1,-1.6,7,0.2,-6
CC1SC(C)C(=O)N(CC(=O)Nc2ccccc2F)C1=O (centres undefined),-0.9,13,0.1,1
COc1ccc(/C=C/C(=O)N2CCN(c3ncccn3)CC2)cc1OC,-0.8,1,0.1,7
CC(C)[C@H](NS(=O)(=O)c1ccccc1)C(=O)Nc1ccccc1N1CCOCC1,0.9,-2,-0.2,-3
COc1ccccc1CCN=C(N)NS(=O)(=O)c1ccc(F)cc1,1.1,2,-0.1,-2
COc1ccccc1OCCn1c(SC)nc2ccccc21,-0.1,-7,-0.1,-7
O=C(Nc1ccccc1)N1CCC2(CC1)NCCc1c2[nH]c2ccc(Cl)cc12,-0.2,10,-0.3,46*
OCCC1CN(Cc2cccn2-c2ccccn2)CCN1Cc1ccc(F)cc1 (centres undefined),1.2,10,-0.1,-3
COc1cccc(/C=N/Nc2ccc(Cl)c(C(=O)O)c2)c1OC,-2.0,3,-0.1,-57
COc1ccccc1N(CC(=O)Nc1ccc(NC(C)=O)cc1)S(C)(=O)=O,-1.1,-17,0.0,5
O=C(NCc1ccccc1Oc1ccccc1)c1cn2ccsc2n1,0.0,17,-0.1,-1
Cc1cc2c(cc1S(=O)(=O)NCCC1=CCCCC1)n(C)c(=O)c(=O)n2C,-0.1,5,0.0,-1
Cc1ccccc1N(CC(=O)NCc1ccncc1)S(C)(=O)=O,0.1,12,-0.1,-1

# Reprinted at random: 2 records from the list.
SMILES,GPR151 activ,MITF inh,FBW7 activator,TEAD-YAP block
COC(=O)c1cc(NC(=O)NCc2noc3ccccc23)cc(C(=O)OC)c1,1.1,11,0.4,3
CC1SC(C)C(=O)N(CC(=O)Nc2ccccc2F)C1=O (centres undefined),-0.9,13,0.1,1

# Reprinted from above, two compounds:
SMILES,GPR151 activ,MITF inh,FBW7 activator,TEAD-YAP block
COc1ccc(C(=O)N2CCC(C(=O)Nc3cccc(Cl)c3C)CC2)cc1,0.6,5,0.1,4
CC(C)(C)c1ccc(NC(=O)CSc2n[nH]c(=O)n2C2CC2)cc1,0.3,1,0.0,-1

# Compounds as they come; any-hit rate near 3.4%.
